PG9 binder – binders of HIV-1 gp120 antibody PG9, primary screen, biochemical, TR-FRET | AID 624416, 2012 | HIV-1 gp120 / PG9 antibody interaction | inhibition, % at 6.7 µM | TR-FRET gp120-PG9 antibody binding | hit rate 0.43% among 360,000; in the data active = inhibition above about 8.5%
TCR-CD3 inh – inhibitors of human TCR-CD3 interaction, primary screen, biochemical, fluorescence, TAMRA-labeled TCR probe. T-cell receptor (TCR). inhibition, % at 9.4 µM. hit rate 0.37% among 360,000. AID 651800, 2012; in the data active = inhibition above about 19%;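 note: recombinant mutant TCR 2C K166C tagged with TAMRA read by polarization; 0% = receptor in buffer alone and 100% = receptor with positive control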
UHRF1 MBD2 ctr – UHRF1 methylated DNA binding inhibitors, primary screen, counter-screen for MBD2 inhibitor project, biochemical, TR-FRET, human UHRF1, single concentration | E3 ubiquitin-protein ligase UHRF1 (Homo sapiens), Q96T88 | UHRF1 binding to methylated oligo | inhibition, % at 4.4 µM | hit rate 0.75% among 370,000; in the data active = inhibition above about 21%;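 note: UHRF1 SRA domain binding a hemimethylated CpG hairpin DNA probe; 0% = median of test compound wells and 100% = reference inhibitor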
mABHD4 FP – ABHD4 inhibitors, primary screen, biochemical, fluorescence polarization, mouse | inhibition, % at 8.92 µM | purified mABHD4, FP-Rh probe fluorescence polarization | hit rate 0.54% among 370,000 | AID 720543, 2013;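 active = inhibition exceeding the mean over every tested compound plus 3 SD, cut at about 30% in these data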;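 note: 0% = plate median of compound wells and 100% = S159A mutant with DMSO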
Target sequence (Q8VD66 whole entry, looked up): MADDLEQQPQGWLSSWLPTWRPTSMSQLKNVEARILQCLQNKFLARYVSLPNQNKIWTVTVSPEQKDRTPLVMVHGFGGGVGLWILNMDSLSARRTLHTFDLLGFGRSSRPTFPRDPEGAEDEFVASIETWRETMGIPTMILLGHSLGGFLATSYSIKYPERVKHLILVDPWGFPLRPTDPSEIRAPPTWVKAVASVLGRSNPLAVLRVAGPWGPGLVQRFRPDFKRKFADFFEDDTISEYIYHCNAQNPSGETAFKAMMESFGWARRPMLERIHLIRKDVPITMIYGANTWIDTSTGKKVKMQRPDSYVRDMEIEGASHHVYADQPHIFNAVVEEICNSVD
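System: mouse ABHD4 enzyme, wild type / Medium: HEPES pH 7.0, NaCl, Pluronic buffer / Reagent: FP-Rh activity-based fluorescent probe / Control set: S159A mutant high control, sample median low control / Detection: fluorescence polarization with parallel and perpendicular emission, 525/598 nm / Schedule: 45 min + 60 min at 25 °C / Compound dosing: 8.92 µM, single dose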
LEDGF integ inh – blockers of LEDGF/p75-dependent integrase strand transfer – biochemical, TR-FRET, high throughput, primary screen | inhibition, % at 3.7 µM | HIV-1 integrase (with human LEDGF/p75) | AID 743269, 2014 | hit rate 0.64% among 370,000 | TR-FRET IN-LEDGF/p75 DNA integration, Eu/Cy5;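 active = inhibition above the screen-wide mean plus 3 SD, cut at about 13% in these data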;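 note: signal is the Cy5 over europium emission ratio at 671 and 618 nm; 0% = plate median of compound wells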
PRMT1 inh – PRMT1 methyltransferase inhibitors, primary screen, biochemical, fluorescence polarization. recombinant PRMT1, activity-based probe fluorescence polarization. inhibition, % at 2.79 µM. hit rate 1.3% among 370,000. AID 652257, 2013;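 active = inhibition above about 21% made by adding two undisclosed values, limit read from the data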
Tn7 DDE FP – inhibitors of Tn7 peptide binding to fibrin DD(E), primary screen, biochemical, fluorescence polarization, human fibrin, Tn7 probe; inhibition, % at 8.3 µM; Fibrinogen beta chain (Homo sapiens), P02675; hit rate 0.13% among 370,000; AID 720508, 2013; FP displacement of FITC-Tn7 peptide from fibrin DD(E); 0% = median of compound wells per plate;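 active = inhibition above the mean of compounds falling within the control limits plus 3 SD of them, cut at about 14% in these data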;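 note: 0% = plate median of compound wells and 100% = 10 µM Aha-Tn7 peptide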
Target sequence (P02675 whole entry, looked up): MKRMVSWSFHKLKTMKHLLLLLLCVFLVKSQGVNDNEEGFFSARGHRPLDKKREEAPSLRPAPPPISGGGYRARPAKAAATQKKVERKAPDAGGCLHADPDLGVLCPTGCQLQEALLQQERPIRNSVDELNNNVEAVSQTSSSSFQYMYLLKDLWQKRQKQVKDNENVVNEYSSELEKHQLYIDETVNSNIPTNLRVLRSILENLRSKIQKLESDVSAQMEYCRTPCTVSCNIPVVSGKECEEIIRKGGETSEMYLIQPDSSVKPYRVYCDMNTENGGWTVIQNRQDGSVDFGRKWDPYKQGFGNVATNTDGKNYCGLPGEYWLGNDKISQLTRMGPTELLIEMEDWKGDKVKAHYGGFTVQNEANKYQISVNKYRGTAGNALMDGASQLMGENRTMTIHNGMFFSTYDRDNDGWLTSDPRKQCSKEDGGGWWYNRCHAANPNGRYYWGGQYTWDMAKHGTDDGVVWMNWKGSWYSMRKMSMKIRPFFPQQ
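Assay system: human fibrin DD(E) protein / Input: 2 µM fibrin DD(E) / Benchmarks: high control of 10 µM Aha-Tn7 peptide / Measured by: fluorescence polarization of the labelled Tn7 tracer / Medium: Tris buffer with calcium and detergent, pH 7.8 / Timing: 10 min compound pre-incubation, 3 h probe incubation at room temperature / Repeats: one replicate per compound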
TDP2 inh – human TDP2 enzyme inhibitors, primary screen, biochemical, epi absorbance, recombinant enzyme; Tyrosyl-DNA phosphodiesterase 2 (Homo sapiens), O95551; T5PNP hydrolysis, p-nitrophenol absorbance 415 nm; inhibition, % at 12.8 µM; hit rate 0.34% among 370,000;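 active = inhibition above the mean of all tested compounds plus 3 SD, set per campaign, cut at about 25% in these data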;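 note: 0% = DMSO with enzyme and 100% = buffer with substrate but no TDP2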
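Assay system: Recombinant human TDP2 | Quantity: 120 nM TDP2 per well | Incubation: 2 h at 37 °C | Signal: Epi absorbance | Evaluation: Percent inhibition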
HTRA1 inhibitor – HTRA1 serine protease inhibitors, primary screen, biochemical, fluorescence polarization, HTS; Q92743; recombinant HTRA1, FP-rhodamine activity-based probe; inhibition, % at 5.96 µM; hit rate 0.5% among 340,000; in the data active = inhibition above about 36%;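 note: 0% = enzyme with DMSO and 100% = wells lacking enzyme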
SIAE primary – human SIAE inhibitors, primary screen, biochemical, fluorescence polarization, FP-Rh probe, 1536-well HTS; Sialate O-acetylesterase (Homo sapiens), Q9HAT2; SIAE FP-Rh probe binding; hit rate 0.69% among 370,000; inhibition, % at 9.66 µM;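 active = inhibition above a cutoff: mean of compounds within the control limits plus 3 SD of those, cut at about 17% in these data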;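 note: 0% = plate median of compound wells and 100% = probe without SIAE protein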
Starred values were filed as active, the others as inactive; x = not tested or not shown. Rows were taken by chance; about 4.2% have a hit in one of these screens.

SMILES	PG9 binder	TCR-CD3 inh	UHRF1 MBD2 ctr	mABHD4 FP	LEDGF integ inh	PRMT1 inh	Tn7 DDE FP	TDP2 inh	HTRA1 inhibitor	SIAE primary
CCCC(=O)NCc1ccncc1	-0.4	3.8	-0.3	-2.9	5.3	-6.6	1.2	8.7	x	1.4
CCOC(=O)N1CCN(C(=O)c2ccccc2NC(=O)c2ccc(OC)cc2)CC1	-3.8	8.0	-0.7	-0.6	3.1	1.3	1.6	-2.5	-2.9	-2.7
COc1ccc2nc(NC(=O)CSc3n[nH]c(N)n3)sc2c1	0.8	1.0	-1.7	0.3	-0.2	1.8	3.4	9.4	-5.5	9.9
Cc1cc(NC(=O)COC(=O)c2ccco2)no1	0.2	9.7	-0.2	-2.3	2.8	-4.4	7.4	2.0	3.3	6.0
CCn1c2ccccc2c2cc(CN3CCN(S(=O)(=O)CC)CC3)ccc21	-2.0	6.6	-2.3	2.2	2.2	-1.7	-3.4	3.5	x	-0.1
O=C(CS(=O)c1cccc(C(F)(F)F)c1)Nc1ccc(Cl)cc1Cl (configuration not stated)	-1.8	-1.4	2.7	2.6	1.6	-2.3	-3.8	-6.8	-8.7	-16.4
Nc1nnc(SCC(=O)OCc2ccc(Cl)c(Cl)c2)s1	-1.9	-3.6	-1.1	-3.5	4.4	-1.6	1.3	-8.9	-6.5	-7.4
CCCn1ncc(C(=O)N(C)C2CCCN(Cc3ccccc3F)C2)c1C (configuration not stated)	-2.9	4.9	-1.3	7.7	0.6	-2.8	6.5	9.5	2.2	2.4
CSc1nn2cc(CCN3CCOCC3)c(-c3ccc(F)cc3)nc2c1C#N	-0.4	-2.3	0.1	1.0	0.8	-1.4	-0.7	9.3	2.1	-2.8
CCC(=O)Nc1ccc(C(=O)CSc2nc3ccc(C)cc3[nH]2)cc1	-0.8	6.8	-0.1	-2.7	-0.8	-2.4	2.6	0.5	-24.1	-6.0
CC(=O)c1cccc(S(=O)(=O)N2CCCC(c3nc4c(nnn4Cc4ccc(C)cc4)c(=O)[nH]3)C2)c1 (configuration not stated)	-0.1	2.9	3.1	-8.1	5.3	-3.8	-0.2	-14.6	-12.4	-10.4
O=C(O)c1ccccc1C(=O)N1CCN(c2ccccc2)CC1	-1.4	3.0	-1.6	0.9	-3.9	-0.8	7.0	-3.2	0.2	-2.5
O=C(COC(=O)c1ccccc1Br)Nc1nnc(-c2ccccc2)o1	1.7	-4.3	-5.4	-1.1	-2.6	-0.8	3.4	-2.8	4.7	13.3
COCCC(=O)N1CCC(Oc2ccc(C(=O)N3C[C@@H]4CCC[C@H]3C4)cc2)CC1	-0.8	10.0	-2.4	-6.9	5.5	-3.5	-4.0	9.8	2.2	-29.4
CC(C)C[C@@H]1NC(=O)[C@H]2C[C@@]3(C)c4ccccc4N[C@H]3N2C1=O	x	x	1.6	5.7	-3.2	-1.5	-5.4	0.8	x	2.9
COc1ccc(-c2cc(-c3ccccc3)nc(Cl)n2)cc1OC	1.3	7.6	29.8*	-25.9	3.1	-6.7	0.9	-5.4	-51.5	-23.1
COc1ccc(CC2(CO)CCN(C(C)Cc3ccc(Cl)cc3)CC2)cc1 (configuration not stated)	-1.5	6.6	-0.8	3.2	1.1	-4.2	9.2	-8.0	-6.8	-0.6
CNC(=S)N1N=C(c2ccc(OC)cc2)CC1c1ccccc1Cl (configuration not stated)	0.6	7.6	0.0	-17.7	1.8	-3.1	-2.7	-10.1	-44.8	-5.4
CC(C)CC(=O)c1c[nH]c(C(=O)NCCCN2CCOCC2)c1	-1.7	2.7	-1.2	5.0	-1.2	-1.6	-1.1	-5.3	8.4	-3.1
CCN(CC(=O)Nc1c(F)cccc1F)C(=O)c1cc(C)oc1C	1.0	9.1	-2.3	0.1	-0.2	0.7	-5.9	19.3	-0.8	5.4
COc1ccc(S(=O)(=O)N(CCc2ccccc2)CC(=O)NC(C)C)cc1	1.6	-7.1	2.1	-8.2	4.6	-1.2	-10.4	-32.3	-1.1	4.8
CCOC(=O)C1=NN(C(C)=O)C2(CC(=O)N(c3cc(C)cc(C)c3)C2=O)C1 (configuration not stated)	-1.3	2.5	-1.0	-0.7	0.2	-0.9	7.6	6.6	8.2	3.2
CC1=CC(=O)C(C(C)C)=C/C1=N\OS(=O)(=O)c1ccccc1	x	x	-0.2	1.9	-0.7	7.9	9.0	1.6	x	4.3
CN1CCN(C(=O)CCC(=O)O)CC1	0.6	-10.5	3.7	3.5	3.5	-2.0	0.0	-13.6	7.1	4.0
CCc1c(N)nc(N)nc1Nc1ccccc1C	1.8	-6.7	0.3	4.6	-0.3	1.6	-3.4	-0.4	0.5	3.4

4 entries out of the list, sorted by heavy-atom count, smallest number first.
SMILES	PG9 binder	TCR-CD3 inh	UHRF1 MBD2 ctr	mABHD4 FP	LEDGF integ inh	PRMT1 inh	Tn7 DDE FP	TDP2 inh	HTRA1 inhibitor	SIAE primary
Cc1cc(NC(=O)COC(=O)c2ccco2)no1	0.2	9.7	-0.2	-2.3	2.8	-4.4	7.4	2.0	3.3	6.0
COc1ccc2nc(NC(=O)CSc3n[nH]c(N)n3)sc2c1	0.8	1.0	-1.7	0.3	-0.2	1.8	3.4	9.4	-5.5	9.9
O=C(O)c1ccccc1C(=O)N1CCN(c2ccccc2)CC1	-1.4	3.0	-1.6	0.9	-3.9	-0.8	7.0	-3.2	0.2	-2.5
CCOC(=O)N1CCN(C(=O)c2ccccc2NC(=O)c2ccc(OC)cc2)CC1	-3.8	8.0	-0.7	-0.6	3.1	1.3	1.6	-2.5	-2.9	-2.7

New compounds follow.
SMILES	PG9 binder	TCR-CD3 inh	UHRF1 MBD2 ctr	mABHD4 FP	LEDGF integ inh	PRMT1 inh	Tn7 DDE FP	TDP2 inh	HTRA1 inhibitor	SIAE primary
CCOC(=O)C1(CCOC)CCN(C(C)CCc2ccc(OC)cc2)CC1 (configuration not stated)	-1.9	-2.4	0.5	1.3	5.0	-5.1	-5.7	-9.6	-5.0	-2.4
O=C(Cn1ccccc1=O)c1cccs1	0.7	1.8	-6.3	1.9	2.3	-2.7	2.1	0.2	0.2	2.6
O=C1CCCN1CCCNS(=O)(=O)c1ccc(F)cc1F	-2.7	-8.8	2.5	-3.0	-3.6	1.0	-5.5	-8.8	3.9	2.4
CCOC(=O)Cc1cc(=O)n2[nH]c(C)c(C#N)c2n1	1.4	8.4	-2.2	0.0	1.5	-1.6	-4.9	-8.1	3.0	13.6
FC(c1nc2ccccc2[nH]1)C(F)(F)F (configuration not stated)	0.5	-2.5	1.7	0.3	-4.5	1.2	-2.7	2.8	3.2	-4.2
Cc1cc(Oc2nnnn2-c2ccccc2)ccc1Cl	0.9	9.7	-1.5	-1.3	-2.3	-0.3	-6.2	9.7	-8.0	2.2
COC(=O)C1=C(C)N(C)C(=O)NC1c1ccc(O)c(OC)c1 (configuration not stated)	0.4	-4.6	4.0	4.7	-3.8	1.9	7.4	16.6	-1.0	2.3
CN(C)CCOc1ccc(Cl)cc1C(C)(C)C	0.5	-0.3	-0.3	19.4	-3.2	1.2	8.2	20.2	7.2	-3.8
N#Cc1cnc2nc1NCCCCCCC2	0.2	5.3	-1.4	-0.6	-1.7	-3.4	2.1	-4.3	3.6	-4.0
O=C(Nn1cnnc1)c1cc([N+](=O)[O-])cc([N+](=O)[O-])c1	1.1	-6.0	2.6	4.5	0.1	2.1	-3.0	-19.4	2.7	-2.5
O=C(CC1(O)C(=O)Nc2ccccc21)c1cccnc1 (configuration not stated)	-1.2	-2.5	-2.0	-1.7	-6.6	5.9	-6.8	-8.4	-0.8	-2.1
CCCCN(C=O)c1c(CC)nc2ccc(C(=O)NCCc3c[nH]c4ccccc34)cn12	0.5	-3.0	0.1	4.4	-1.6	-4.0	-0.9	-4.9	x	0.5
Cc1ccc2c(c1)N(Cc1ccc([N+](=O)[O-])cc1)C=NS2(=O)=O	-1.5	-0.2	0.9	0.8	-0.5	3.9	-4.3	13.1	2.2	-8.3
Cn1nnnc1SCC(=O)N1N=C(c2ccc(Cl)cc2)CC1c1ccco1 (configuration not stated)	-1.8	0.4	-0.8	0.2	2.3	0.4	6.4	-1.6	3.3	-1.6
CCOC(=O)C1CCCN(C(=O)c2cccc(S(=O)(=O)N3CCOCC3)c2)C1 (configuration not stated)	0.9	7.6	4.4	1.1	1.1	1.9	-1.6	-4.2	4.4	0.9
COC(=O)[C@H](C)N1C/C=C\COc2c(Cl)cc(Cl)cc2S1(=O)=O	0.2	7.6	-1.1	3.5	1.1	-0.2	4.0	5.9	4.0	1.3
O=C(CCNC(=O)c1ccc(Cl)cc1)NCc1ccccc1Cl	0.9	-2.2	1.6	1.5	-3.5	2.3	-3.4	8.8	1.0	6.0
Cc1[nH]c2ccc(Br)cc2c(=O)c1CN1CCCCCC1	-0.1	3.9	0.2	-1.7	-1.3	-0.4	7.0	-14.6	-20.1	-3.6
O=C(c1ncn(Cc2ccccc2)c1C(=O)N1CCc2ccccc2C1)N1CCc2ccccc2C1	-0.5	2.8	-11.6	0.2	-0.3	-1.4	1.2	12.1	-16.3	3.5
COc1ccccc1NC(=O)CCC(=O)N/N=C(/C)c1ccc(C)cc1	-1.9	8.3	-1.1	6.7	-2.6	0.0	-0.7	-1.7	6.4	1.1
O=S(=O)(c1ccccc1)C1CON(Cc2ccccc2)C1c1ccccc1 (configuration not stated)	-2.3	3.0	-0.2	1.8	0.3	-5.0	-4.5	-7.5	6.7	-0.5
Cc1ccc(OCC(=O)NCCNC(=O)c2cnccn2)cc1	-0.9	-2.5	0.7	8.5	1.4	0.8	-4.6	11.7	-1.5	3.2
Cc1ccc(NC(=O)CN(C)S(=O)(=O)c2ccc3c(c2)c(=O)n(C)c(=O)n3C)cc1	0.7	-1.2	-0.8	-0.3	-2.3	-1.5	-1.7	-9.4	1.7	5.3
C=C(C)CSc1nncn1/N=C/c1ccc(OC)cc1	-1.1	5.0	-1.2	-4.6	-3.0	-1.4	11.4	6.0	-3.9	9.9
CN(C)S(=O)(=O)N1CCC(Oc2ccc(C(=O)N3CCCCCCC3)cc2)CC1	-1.5	6.6	-0.9	1.0	-1.6	2.3	2.2	-1.8	6.9	4.8

Compound activity (PubChem BioAssay)
